# Screening results as filed in PubChem BioAssay.
# RECQ1 inh: RECQ1 (human) helicase inhibition | RECQ1 DNA unwinding, red fluorescence kinetic read | Potency, µM (titrated, usually from 57.3 µM), for the others: top-dose activity, negative = inhibition, hits mostly inhibitors | 240,000 tested, 0.54% active;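 also: plate controls were vehicle for no effect and no enzyme for full effect; nearly all actives have a fitted effect of over 30% in size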
# Target sequence (P46063 whole entry, looked up): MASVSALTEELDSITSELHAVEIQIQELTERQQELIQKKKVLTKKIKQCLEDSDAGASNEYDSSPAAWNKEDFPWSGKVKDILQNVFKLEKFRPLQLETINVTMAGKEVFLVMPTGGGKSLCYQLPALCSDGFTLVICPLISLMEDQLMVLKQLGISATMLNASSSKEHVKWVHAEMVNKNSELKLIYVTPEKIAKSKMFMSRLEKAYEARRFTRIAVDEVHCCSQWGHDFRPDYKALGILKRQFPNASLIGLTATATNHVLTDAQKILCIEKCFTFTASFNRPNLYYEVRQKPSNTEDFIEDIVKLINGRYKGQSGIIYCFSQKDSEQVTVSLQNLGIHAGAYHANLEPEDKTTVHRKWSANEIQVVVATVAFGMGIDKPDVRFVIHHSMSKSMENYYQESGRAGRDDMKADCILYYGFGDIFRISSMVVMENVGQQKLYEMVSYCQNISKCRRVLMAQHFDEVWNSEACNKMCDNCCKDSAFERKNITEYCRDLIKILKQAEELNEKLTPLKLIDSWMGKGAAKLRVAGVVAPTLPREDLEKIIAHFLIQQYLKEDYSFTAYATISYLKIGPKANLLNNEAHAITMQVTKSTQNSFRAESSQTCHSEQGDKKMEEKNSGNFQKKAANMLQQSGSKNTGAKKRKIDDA
#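 RECQ1T1 50 nM; forked duplex (20 bp + 30-nt ss tails) 200 nM, ATP 2 mM final; pH 8.0, 2 mM MgCl2, 2.5 ug/ml poly(dI-dC); 15 min compound preincubation; discontinuous kinetic read over 2 h at RT.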
# HTT cytoprotect: protects HTT-Q103 PC12 cells, measured by ATP; AID 1471; 230,000 tested, 0.14% active; Potency, µM (doses to about 56.4 µM), inactives show cytoprotection (ATP increase), hits mostly activators; PC12 HTT-Q103 induced, cytoprotection, ATP luminescence, 40 h;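 also: % of control where 0% means no effect; nearly all actives have a fitted effect of over 45% in size; toxic huntingtin expression switched on by the ecdysone agonist tebufenozide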
#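 Compounds added alongside 100 nM tebufenozide, which induces toxic Q103 huntingtin exon 1-GFP in stable PC12 cells; surviving cells quantified by luminescent ATP measurement. Medium: phenol red-free DMEM, 5% equine and 5% calf serum.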
# Tau FP inhib: blocks human tau fibril formation measured by polarization. P10636. K18 P301L tau heparin fibrillization, Alexa594 FP, 6 h. Potency, µM (doses to about 57.7 µM), without a hit: at the highest dose activity, negative = inhibition, usual class: inhibitors. 280,000 tested, 0.39% active. AID 1468; also: % is scaled to controls: 0 for no effect and ±100 for the full control effect; nearly all actives have a fitted effect of over 55% in size
#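 Recombinant K18 P301L […], labeled with Alexa 594 at 0.24 uM over 15 uM unlabeled; heparin inducer 20 uM final; 37 C, 6 hr; FP endpoint.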
# TexasRed fluor: Texas Red fluorescence interference in TRb-SRC2 counter-screen. Potency, µM (titrated, usually from 106 µM), for inactives: at the top dose fluorescence change, negative = quenching. TRb/SRC2 Texas Red total fluorescence interference. 280,000 tested, 0.29% active; active = well fitted curve in either direction with a large enough effect; inconclusive = small, poorly fitted or top-dose-only effect; also: % is scaled to controls: 0 for no effect and ±100 for the full control effect
#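 Human TRβ ligand-binding domain (0.6 uM) and Texas Red SRC2 peptide (20 nM) in Tris buffer with 1 uM T3 and 5% DMSO were incubated with pinned compound for 5 hr at ambient temperature. Total fluorescence was computed as S + 2P (555/632 nm).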
# L3MBTL1 inh: blocks human L3MBTL1 | AlphaScreen L3MBTL1–H3K9me1 peptide binding | Q9Y468 | AID 485360 | Potency, µM (series often up to 57.1 µM), for inactives: at the top dose activity, negative = inhibition, usual class: inhibitors | 230,000 tested, 0.66% active; also: % is scaled to controls: 0 for no effect and ±100 for the full control effect; nearly all actives have a fitted effect of over 60% in size
#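 AlphaScreen proximity signal between nickel-chelate acceptor and streptavidin donor beads (final 10 ug/mL) reports binding of 50 nM L3MBTL1 to 75 nM biotin-H3 K9me1 peptide; complex incubated with compounds 30 min at room temperature; cefsulodin titration as control.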
# Tau ThT inhib: blocks human tau fibril formation measured by thioflavin T; recombinant tau K18 P301L, heparin-induced fibrillization, ThT fluorescence; Potency, µM (highest dose often 57.4 µM), without a hit: at the top dose activity, negative = inhibition, most hits filed as inhibitors; 270,000 tested, 2.1% active; also: % is scaled to controls: 0 for no effect and ±100 for the full control effect; nearly all actives have a fitted effect of over 55% in size
#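 Heparin-induced fibrillization of the P301L-mutant K18 repeat-domain fragment of human tau was followed by ThT binding in quantitative high-throughput format.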
# Tau fluor counter: counter-screen for tau fibril formation inhibitors | tau K18 P301L (four-repeat tau fragment) Alexa594 fluorescence, heparin fibrillization | Potency, µM (series often up to 57.7 µM), without a hit: top-dose activity change, negative = decrease | 280,000 tested, 0.93% active; also: % is scaled to controls: 0 for no effect and ±100 for the full control effect; nearly all actives have a fitted effect of over 55% in size
#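 Human K18 P301L tau (15 uM unlabeled plus 0.24 uM Alexa 594-labeled, final) in 100 mM sodium acetate pH 7 was mixed with compound and 20 uM heparin and incubated 6 hr at 37 C.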
# TRb-SRC2 inh: inhibitors of human thyroid hormone receptor beta-SRC2 interaction; TRbeta-SRC2 peptide binding, fluorescence polarization; receptor liganded with 1 µM T3; 280,000 tested, 0.065% active; AID 1469; Potency, µM (series often up to 106 µM), for inactives: at the top dose activity change, negative = inhibition, most hits filed as inhibitors; P10828;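 also: plate controls were bound peptide for no effect and peptide without receptor for full effect; nearly all actives have a fitted effect of over 50% in size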
# Target sequence (P10828 whole entry, looked up): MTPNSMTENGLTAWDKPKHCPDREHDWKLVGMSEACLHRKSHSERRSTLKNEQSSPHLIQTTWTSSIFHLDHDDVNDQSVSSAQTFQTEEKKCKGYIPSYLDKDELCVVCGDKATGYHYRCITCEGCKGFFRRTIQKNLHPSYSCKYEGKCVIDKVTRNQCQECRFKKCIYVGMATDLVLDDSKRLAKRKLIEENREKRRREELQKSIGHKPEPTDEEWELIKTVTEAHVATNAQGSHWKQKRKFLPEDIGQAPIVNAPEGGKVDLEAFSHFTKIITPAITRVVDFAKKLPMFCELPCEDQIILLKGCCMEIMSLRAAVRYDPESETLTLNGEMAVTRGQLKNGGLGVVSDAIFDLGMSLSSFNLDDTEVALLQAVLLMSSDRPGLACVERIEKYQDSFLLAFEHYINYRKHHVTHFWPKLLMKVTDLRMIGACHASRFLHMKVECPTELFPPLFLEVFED
#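 Fluorescence polarization of 20 nM Texas Red SRC2 peptide (20-aa NR interaction domain) bound to 0.6 uM human TRb ligand-binding domain, with 1 uM T3, after 5 hr at ambient temperature; inhibition seen as decreased polarization.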
# An asterisk follows results filed as active; i = inactive; ? = inconclusive; . = no result given; [ ] = another dose, or the depositor's remark. Unless noted, calls follow the shape of the dose curve; as a rule, active = well fitted curve in the direction sought with a large enough effect; inconclusive = small, poorly fitted or top-dose-only effect, or another doubt; inactive = no such curve, though single readings can be large; an effect the other way counts as inactive or inconclusive. Potency is read from the fitted curve at half-maximal effect. The list is partial, so the mix of outcomes need not match the whole.
SMILES,RECQ1 inh,HTT cytoprotect,Tau FP inhib,TexasRed fluor,L3MBTL1 inh,Tau ThT inhib,Tau fluor counter,TRb-SRC2 inh
Cc1ccc(C(=O)Nc2c(C)cc(-c3ccccc3)oc2=O)cc1,-14%,16%[10 µM],3%,0%,6%,-3%,0%,-6%
O=C(Nc1cnccc1C(F)(F)F)NC1CCCCC1,i,4%[10 µM],5%,-1%,0%,1%,-8%,4%
CC(C)=C(C#N)c1nc2ccccc2s1,10µM*,-6%[10 µM],8%,?,7%,-12%,-9%,?
Clc1ccccc1N1CCN(c2ncnc3c2c(-c2ccccc2)cn3-c2ccccc2)CC1,.,.,-12%,0%,.,-2%,1%,1%
CCCS(=O)(=O)c1ncc(Cl)c(C(=O)N2CCN(c3ccc(OC)cc3)CC2)n1,.,.,?,-1%,.,?,?,-1%
COc1ccc(-n2c(O)cnc2Nc2nc(C)cc(C)n2)cc1OC,-4%,-6%,-3%,0%,.,-1%,-7%,7%
Cc1ccc(-c2nnc(SCC(=O)NCCC(C)C)nc2-c2ccc(C)cc2)cc1,.,.,-1%,-1%,.,-15%,-18%,-3%
CC(C)C(c1nnnn1CC1CCCO1)N1CCN(Cc2ccc3c(c2)OCO3)CC1 (stereo unspecified),0%,-4%[1.9 µM],-7%,4%,-2%,-5%,-1%,1%
C=CCSc1ncc(C(=O)OCC)c(N)n1,i,5%[10 µM],-6%,3%,1%,-5%,-11%,-1%
CC(=O)c1c(C)[nH]c(C(=O)OCC(=O)Nc2ccc(Cl)cc2[N+](=O)[O-])c1C,-12%,23%[10 µM],11%,1%,5%,?,?,0%
Cc1ccc(Cl)cc1NC(=O)C1CCCN(S(=O)(=O)c2c(C)noc2C)C1 (stereo unspecified),-16%,-7%,3%,-3%,11%,-1%,-11%,1%
O=C(Nc1ccc2c(c1)OCO2)c1cccc(S(=O)(=O)N2CCCC2)c1,-14%,-6%[10 µM],3%,-1%,-1%,8%,-4%,1%
O=C(CNC(=O)c1ccco1)N/N=C/c1ccc(O)c([N+](=O)[O-])c1,-3%,2%[10 µM],6%,-4%,1%,?,-2%,-8%
CCC[C@@H](NS(=O)(=O)c1ccc(C)cc1)C(=O)Oc1ccc2c3c(c(=O)oc2c1)CCC3,2%,3%[10 µM],0%,-3%,4%,-5%,2%,-6%
C=CCSc1nnc(Cc2c(C)[nH]c3ccccc23)o1,-6%,-1%,2%,-3%,22%,-1%,-12%,-5%

# The closing 2 entries of the section above are carried over, then new ones follow.
SMILES,RECQ1 inh,HTT cytoprotect,Tau FP inhib,TexasRed fluor,L3MBTL1 inh,Tau ThT inhib,Tau fluor counter,TRb-SRC2 inh
CCC[C@@H](NS(=O)(=O)c1ccc(C)cc1)C(=O)Oc1ccc2c3c(c(=O)oc2c1)CCC3,2%,3%[10 µM],0%,-3%,4%,-5%,2%,-6%
C=CCSc1nnc(Cc2c(C)[nH]c3ccccc23)o1,-6%,-1%,2%,-3%,22%,-1%,-12%,-5%
CCOC(=O)Cn1nc(-c2ccc(C)cc2)c2ccccc2c1=O,-4%,-5%[10 µM],4%,-2%,1%,-3%,-1%,-2%
COc1ccc(OC)c(N/C(=N/C(=S)Nc2ccccc2)Nc2nc(C)cc(C)n2)c1,i,0%[10 µM],-3%,-8%,11%,1%,-26%,5%
CCn1nc(C)c(NC(=O)/C=C/c2cnn(C)c2C)c1C,-6%,-13%,1%,0%,-1%,-6%,6%,8%
CC(C)C(NC(=S)NCc1ccccc1)C(=O)O (stereo unspecified),i,1%,6%,1%,.,-11%,-8%,3%
CCS(=O)(=O)N1CCc2cc(C(=O)N3CCN(c4ccccc4OC)CC3)ccc21,.,.,-1%,-1%,.,?,-8%,0%
Cc1ccc(N(Cc2ccc([N+](=O)[O-])cc2)C(=O)c2ccco2)cc1C,-6%,-3%[10 µM],5%,-3%,-13%,?,-16%,-2%
Cc1nn(Cc2ccc([N+](=O)[O-])cc2)c(=O)n1-c1cccc(F)c1,-11%,-36%,0%,-7%,-12%,-16%,-4%,-2%
Cc1cccc(C)c1NC(=S)/C(=C(\[O-])c1cccs1)[n+]1ccccc1,-12%,7%[10 µM],-7%,-7%,24%,-2%,-3%,1%
c1ccc(Cn2ncc3c(NCc4ccco4)ncnc32)cc1,-3%,-18%,1%,0%,-7%,-11%,-8%,10%
O=C(Nc1ccccc1)c1sc2cc(C(F)(F)F)cnc2c1-c1cccs1,-14%,-2%,-3%,-2%,.,-16%,-17%,-7%
Cn1ccnc1/C(=N\NC(=O)c1ccc(O)cc1)c1cccc([N+](=O)[O-])c1,-8%,13%[10 µM],2%,-4%,-5%,-9%,-6%,-1%
CCOc1ccc(NC(=O)c2ccc(F)c(S(=O)(=O)N(Cc3ccc(C(=O)OC)cc3)Cc3ccc(OC)c(OC)c3)c2)cc1,.,.,?,0%,.,2%,?,8%
Cc1c(NC(=S)N/N=C/c2cc([N+](=O)[O-])ccc2O)c(=O)n(-c2ccccc2)n1C,i,-8%[10 µM],-1%,-5%,32µM*,32µM*,-26%,-1%
CC(=O)OCC1OC(OC(C)=O)C(NC(=O)c2cccnc2)C(OC(C)=O)C1OC(C)=O (stereo unspecified),0%,13%[0.074 µM],-3%,0%,3%,-1%,0%,-5%
CN(c1ccc(C(=O)Nc2ccc(Cl)cn2)cc1)S(=O)(=O)c1ccccc1,i,7%[10 µM],-2%,-5%,-1%,-1%,-24%,7%
CCOc1ccccc1NC(=O)c1ccc(S(=O)(=O)N(C)C)cc1,i,-27%,-9%,0%,.,-4%,-14%,-29%
COCCNC(=O)c1ccc2c(=O)n(CCc3ccccc3)c(SCC(=O)CC(=O)OC)nc2c1,.,.,-2%,0%,.,3%,-9%,10%
O=C(COC(=O)c1cccc2ccccc12)NCCCc1ccccc1,-1%,13%[1.9 µM],9%,4%,12%,-8%,-10%,1%
Cc1c(NCc2ccccc2O)c(=O)n(-c2ccccc2)n1C,3%,16%[10 µM],8%,0%,-17%,4%,17%,5%
O=C(O)C1C2C=CC(C2)C1C(=O)Nc1ccc(C(=O)N2CCCCC2)cc1 (stereo unspecified),5%,-8%,-14%,-5%,7%,-7%,-7%,-4%
CCCCCCc1cc2cc(-c3nnc(-c4ccc(C)cc4)o3)c(=O)oc2cc1O,.,.,0%,2512µM*[quencher],.,?,-5%,-18%[53 µM]
CCc1ccc2c(CN3CCN(S(=O)(=O)c4ccc5c(c4)OCCO5)CC3)cc(=O)oc2c1,-2%,-17%,2%,-2%,6%,5%,-11%,0%
O=C1CN(C(=O)c2ccc(Cl)c(S(=O)(=O)N3CCc4ccccc43)c2)c2ccccc2N1,-10%,25%[10 µM],-16%,-1%,.,-4%,-26%,1%
Cc1cccc(C)c1NC(=O)COC(=O)C1Cc2ccccc2CN1C(=O)c1ccccc1 (stereo unspecified),-9%,12%[10 µM],5%,-1%,-13%,6%,10%,6%
O=C1OCC2=C1C(c1ccccc1)CC(=O)N2c1cccc(F)c1 (stereo unspecified),-10%,-6%,?,-1%,.,-2%,-5%,-11%
O=C1CCCC2=C1Sc1ccc(Cl)cc1N2,-6%,-17%[10 µM],15%,-4%,-7%,6.3µM*,-15%,-1%
N#C/C(=N\Nc1ccc(Cl)cc1)C(=O)c1ccccc1,4%,-55%[inhibitor],10%,-4%,.,14µM*,?,-9%
COc1cc(C(=O)Nc2ccc3c(c2)OCCO3)c(-n2cnnn2)cc1OC,6%,5%[10 µM],-2%,-3%,0%,4%,1%,-20%
CCOc1ccccc1NC(=O)CSc1cc(=O)n(CC)c2ccccc12,.,.,-2%,4%,.,-15%,-11%,8%
CCN(CC)c1ccc(/C=N/NC(=O)c2cccc(S(=O)(=O)Nc3ccccc3OC)c2)c(O)c1,i,-81%[inhibitor][10 µM],?,-2%,16%,-13%,7.9µM*[quencher],7%

# Whole records from above.
# Cc1cccc(C)c1NC(=O)COC(=O)C1Cc2ccccc2CN1C(=O)c1ccccc1 (stereo unspecified) is listed with RECQ1 inh: -9%; HTT cytoprotect: 12%[10 µM]; Tau FP inhib: 5%; TexasRed fluor: -1%; L3MBTL1 inh: -13%; Tau ThT inhib: 6%; Tau fluor counter: 10%; TRb-SRC2 inh: 6%
# CCOc1ccccc1NC(=O)c1ccc(S(=O)(=O)N(C)C)cc1 is listed with RECQ1 inh: i; HTT cytoprotect: -27%; Tau FP inhib: -9%; TexasRed fluor: 0%; L3MBTL1 inh: .; Tau ThT inhib: -4%; Tau fluor counter: -14%; TRb-SRC2 inh: -29%
# COc1cc(C(=O)Nc2ccc3c(c2)OCCO3)c(-n2cnnn2)cc1OC is listed with RECQ1 inh: 6%; HTT cytoprotect: 5%[10 µM]; Tau FP inhib: -2%; TexasRed fluor: -3%; L3MBTL1 inh: 0%; Tau ThT inhib: 4%; Tau fluor counter: 1%; TRb-SRC2 inh: -20%

# (further entries)
SMILES,RECQ1 inh,HTT cytoprotect,Tau FP inhib,TexasRed fluor,L3MBTL1 inh,Tau ThT inhib,Tau fluor counter,TRb-SRC2 inh
CN1CCN(c2nc3c(S(=O)(=O)c4ccc(Cl)cc4)nnn3c3ccsc23)CC1,.,.,-2%,0%,.,-2%,-16%,-4%
CCn1c(SCC(=O)NNC(=O)Cc2ccccc2)nnc1-c1ccncc1,16%,3%[10 µM],-7%,-4%,6%,-7%,6%[2.34 µM],1%
O=C(NCCCN1CCN(c2ccc(F)cc2)CC1)c1ccc2nc(Cc3ccccc3)oc2c1,.,.,-3%,-27%,.,-17%,-24%,8%
CCCCCN1CSC(=S)N(Cc2ccccc2)C1,i,8%[0.074 µM],-10%,4%,11%,-10%,-6%,2%
CCOc1ccc(OCC)c(NC(=O)CN(c2ccc(C)cc2)S(=O)(=O)c2c(C)noc2C)c1,-12%,-11%[10 µM],7%,-2%,.,-15%,-28%,13%
